hcDAF-12 act: activators of H. contortus DAF-12 nuclear receptor; HEK293 hcDAF-12 lit1-tk-luc reporter, luminescence; 0% DMSO, 100% Δ7-dafachronic acid; activation, % at 6.8 µM; hit rate 1.4% among 370,000; AID 652067;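 active = activation above the mean of all tested compounds plus 3 SD, cut at about 5.5% in these data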;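 also: 100% = response to 3 µM Δ7-dafachronic acid high control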
ADAM17 inh: inhibitors of human ADAM17 | P78536 | recombinant ADAM17, EDANS/DABCYL FRET peptide cleavage | inhibition, % at 6.95 µM | hit rate 0.83% among 370,000 | AID 720648;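 active = inhibition above the mean of compounds lying between control limits plus 3 SD, set per campaign, cut at about 8.5% in these data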;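 also: 0% = DMSO-only wells as the low control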
DAX1 inh-1: inhibits human nuclear receptor DAX1 | hit rate 0.99% among 340,000 | inhibition, % at 6.75 µM | HEK293 Gal4-DAX1 luciferase reporter, luminescence | AID 504766;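 active = inhibition above the mean over all tested compounds plus 3 SD, cut at about 4.2% in these data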;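 also: 0% = DAX1-transfected cells with DMSO and 100% = empty-vector control cells with DMSO; inhibition shows as a rise in luminescence from relieved DAX1 repression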
ADAM10 inh: inhibits human ADAM10 | O14672 | recombinant ADAM10, EDANS/DABCYL FRET peptide cleavage, 3 h | inhibition, % at 7 µM | hit rate 0.62% among 370,000 | AID 720582;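 active = inhibition above a per-campaign cutoff equal to the mean of compounds falling between control-based bounds plus 3 SD, cut at about 20% in these data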;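 also: 0% = DMSO wells while the 100% control is not disclosed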
PLCg1 inh: blocks human PLC-gamma1 enzyme activity. purified PLC-gamma1, fluorogenic substrate, fluorescence. inhibition, % at 12.2 µM. hit rate 0.84% among 370,000. AID 720700; in the data active = inhibition above about 9.5%
Target sequence (P19174 whole entry, looked up): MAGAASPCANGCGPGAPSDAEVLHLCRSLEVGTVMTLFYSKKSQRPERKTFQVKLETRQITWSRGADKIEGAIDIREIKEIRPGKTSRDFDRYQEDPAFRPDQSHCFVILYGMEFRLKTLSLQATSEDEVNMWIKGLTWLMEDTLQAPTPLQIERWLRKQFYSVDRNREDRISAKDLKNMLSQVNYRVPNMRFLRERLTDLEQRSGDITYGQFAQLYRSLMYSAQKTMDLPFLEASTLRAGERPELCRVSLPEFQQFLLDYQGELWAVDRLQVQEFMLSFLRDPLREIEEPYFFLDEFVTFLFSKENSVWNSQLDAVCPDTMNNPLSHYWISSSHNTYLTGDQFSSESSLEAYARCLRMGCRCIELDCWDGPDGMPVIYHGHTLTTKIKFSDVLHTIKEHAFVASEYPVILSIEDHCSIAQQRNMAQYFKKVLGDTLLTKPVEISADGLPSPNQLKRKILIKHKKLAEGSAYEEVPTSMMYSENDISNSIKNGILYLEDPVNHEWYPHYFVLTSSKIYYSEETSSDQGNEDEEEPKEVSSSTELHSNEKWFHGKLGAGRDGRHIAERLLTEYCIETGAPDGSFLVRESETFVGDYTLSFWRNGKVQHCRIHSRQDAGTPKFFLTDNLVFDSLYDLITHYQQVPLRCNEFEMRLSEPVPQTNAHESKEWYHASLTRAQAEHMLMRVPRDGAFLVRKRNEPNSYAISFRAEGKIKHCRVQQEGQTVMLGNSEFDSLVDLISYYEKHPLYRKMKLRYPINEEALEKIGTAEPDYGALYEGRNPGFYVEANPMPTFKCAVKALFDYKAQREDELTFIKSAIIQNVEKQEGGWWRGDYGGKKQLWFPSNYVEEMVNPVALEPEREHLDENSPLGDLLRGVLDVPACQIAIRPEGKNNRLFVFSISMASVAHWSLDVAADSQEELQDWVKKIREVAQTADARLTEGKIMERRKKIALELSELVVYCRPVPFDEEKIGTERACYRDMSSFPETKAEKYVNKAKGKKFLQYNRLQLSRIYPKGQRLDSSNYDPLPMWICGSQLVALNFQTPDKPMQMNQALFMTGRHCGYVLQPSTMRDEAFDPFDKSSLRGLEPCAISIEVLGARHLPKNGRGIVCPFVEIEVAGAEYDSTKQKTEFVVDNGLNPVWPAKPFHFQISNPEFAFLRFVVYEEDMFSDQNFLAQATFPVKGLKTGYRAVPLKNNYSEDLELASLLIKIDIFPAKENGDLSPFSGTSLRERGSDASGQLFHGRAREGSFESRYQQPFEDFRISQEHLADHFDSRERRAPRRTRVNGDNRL
hgDAF-12 ag: hgDAF-12 agonism, primary luciferase screen; HEK293 GAL4-hgDAF12 UAS-luciferase reporter, agonist luminescence; normalized to butyrate control; activation, % at 6.8 µM; hit rate 1.8% among 370,000; AID 687014;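 active = activation above a cutoff set at the mean of all screened compounds plus 3 SD, cut at about 10% in these data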;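 also: 0% = DMSO wells and 100% = sodium butyrate wells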
ssDAF12 agonist: activates DAF-12 receptor from parasite S. stercoralis; HEK293 ssDAF-12/GRIP1 lit1-tk-luc reporter, luminescence; % of 3 µM dafachronic acid response; activation, % at 6.8 µM; hit rate 1% among 370,000;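 active = activation above the mean over all tested compounds plus 3 SD, cut at about 0.9% in these data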;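 also: 0% = DMSO-only wells and 100% = 3 µM delta7-dafachronic acid wells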
HGIII-sPLA2 inh: Blocks human group III sPLA2 activity; Q9NZ20; QFRET BODIPY PC-A2 liposome hydrolysis, fluorescence; inhibition, % at 12.2 µM; hit rate 0.56% among 370,000; AID 743126;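 active = inhibition above mean plus 3 SD of compounds lying within the high and low control bounds, cut at about 19% in these data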;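 also: 0% = median of test compound wells and 100% = no enzyme DMSO wells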
DAX1 inh-2: inhibitors of DAX1 repression of SF-1 activated StAR promoter | hit rate 1.1% among 370,000 | AID 652010 | HEK293T StAR-luciferase reporter, SF-1/DAX-1 repression relief | inhibition, % at 6.8 µM;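 active = inhibition above the mean over all tested compounds plus 3 SD, cut at about 3.6% in these data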;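 also: 0% = DAX-1 cells with DMSO and 100% = cells lacking DAX-1 with DMSO; higher inhibition means more luminescence from relief of DAX-1 repression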
PLCb3 inh: PLC-beta3 (human) inhibition, primary screen. Q01970. Purified PLC-beta3, fluorogenic substrate, fluorescence. inhibition, % at 12.2 µM. hit rate 0.18% among 370,000; in the data active = inhibition above about 11%;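 also: 0% = median of compound wells on plate and 100% = full blocker control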
GAA850 FXN act: frataxin GAA850 promoter activation | HEK293 lucGAA850 FXN promoter luciferase reporter, 24 h; percent of 10 µM SAHA response | activation, % at 6 µM | hit rate 0.56% among 360,000 | AID 540364;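 active = activation above the average of all compounds screened plus 3 SD, cutoff fixed separately per campaign, cut at about 7.5% in these data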;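 also: 0% = DMSO wells and 100% = 10 µM SAHA wells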
An asterisk follows results filed as active; i = inactive; · = not tested or not shown; & = joins results of further samples.

Values run as follows: hcDAF-12 act	ADAM17 inh	DAX1 inh-1	ADAM10 inh	PLCg1 inh	hgDAF-12 ag	ssDAF12 agonist	HGIII-sPLA2 inh	DAX1 inh-2	PLCb3 inh	GAA850 FXN act
- O=S(=O)(/N=C(/Nc1ccc(F)cc1F)c1ccc(Cl)cc1)c1ccccc1
  -1.5	-0.4	-0.2	-4.0	2.5	-1.6	-1.2	-1.6	-0.2	0.1	1.1
- C=C1CC[C@@H]2[C@](C)(CCC[C@@]2(C)/C=C/[C@@H](O)C(C)(C)O)[C@H]1CC(=O)NCCS(=O)(=O)O
  3.1	-5.0	-0.2	-13.6	-2.8	-0.4	-0.8	-10.5	0.3	-2.0	0.7
- C=CC[C@@H](CC(=O)N[C@@H](CO)Cc1ccccc1)C(=O)NC[C@@H](OC(=O)[C@@H](CC=C)Cc1ccc(F)cc1)c1ccccc1
  -0.2	-2.7	0.8	7.5	2.7	0.8	-0.9	1.2	0.3	2.4	0.4
- COc1cc(C2N(c3ccc(Cl)c(Cl)c3)C(=O)C3CCCN32)cc(OC)c1OC (stereo unspecified)
  -1.2	-3.4	3.4	-8.7	0.1	1.4	-0.9	0.3	-0.1	-0.8	-3.1
- Cc1c(C)c(C)c(/C=[N+](/C)[O-])c(C)c1C
  -1.3	1.4	-0.8	2.6	2.0	-1.0	-0.6	1.3	0.6	0.5	2.8
- CNn1cnc2ccsc2c1=O
  -1.7	-5.2	1.5	-7.0	0.6	0.6	-1.8	14.0	-0.1	-7.6	1.7
- CN1CCc2c(sc(NC(=O)C3CCN(S(=O)(=O)c4cccs4)CC3)c2C(N)=O)C1
  0.7	-9.9	-2.2	-20.3	-4.7	-1.4	-0.5	2.2	-0.4	-13.5	1.3
- CCOC(=O)C(NC(=O)c1ccccc1)C(C)(C)SCc1ccccc1 (stereo unspecified)
  0.0	0.6	-1.5	-6.0	0.6	4.3	-0.8	0.8	-0.6	2.5	-0.4
- Cc1ccccc1NC(=O)N1C2CCC1CC(O)(c1cccnc1)C2 (stereo unspecified)
  -0.5	-0.1	0.5	7.4	1.8	1.5	-1.6	-1.0	-0.4	5.4	-1.2
- COc1ccc2ccccc2c1/C=N/NC(=O)c1cccc(Br)c1
  -0.1	1.5	0.7	-5.2	0.7	6.9	-1.0	-0.5	-0.9	-8.6	2.3
- CCCCCOC(=O)C1=C(C)Nc2ncnn2C1c1cccs1 (stereo unspecified)
  -2.0	1.9	-2.4	5.7	-3.0	-6.4	-1.4	-8.7	-0.9	9.6	0.7
- Cc1nn(-c2ccccc2)c(CC(C)(C)C(=O)O)c1C(=O)O
  -0.6	-3.7	0.4	7.2	-1.5	2.9	-0.8	1.8	0.4	1.4	1.5
- Cn1c2ccccc2c(=O)c2ccc(NCc3ccc4c(c3)OCO4)cc21
  -1.6	-421.6	1.0	i	i	4.8	-1.3	-6.0	-0.5	i	11.2*
- Cc1cc(-c2nnc(SCC(=O)Nc3ccc(F)c(F)c3)n2N)n[nH]1
  -1.4	-2.1	-0.3	-1.0	3.9	3.7	-1.2	0.6	-0.4	-4.7	-1.9
- COc1ccccc1CC(NC(C)=O)C(=O)NC1CCN(C(=O)c2cccc(Cl)c2)CC1 (stereo unspecified)
  -1.1	-0.9	0.8	1.2	2.4	-1.9	-0.8	1.1	-0.3	-1.2	0.0
- COc1cc2c(C(=O)N3CCCc4ccccc43)cn(C)c(=O)c2cc1OC
  1.5	-2.2	-1.4	-0.7	1.1	-0.8	-0.5	0.2	0.0	-1.9	0.7
- COc1cccc(NC(=S)N(CCCN2CCN(C)CC2)Cc2ccco2)c1
  -0.6	-8.0	-0.7	-5.1	0.3	-1.8	-1.1	11.3	0.0	-2.2	0.3
- CN(C)c1ccc(S(=O)(=O)NCC(=O)NCC2CCCCC2)cc1[N+](=O)[O-]
  0.0	-4.2	0.9	-3.1	-1.0	-0.1	-1.2	-8.1	-0.4	-8.2	1.7
- CC(=O)Nc1ccc(Oc2ncccn2)cc1
  -0.2	1.4	-0.9	4.7	2.7	3.0	-1.6	8.4	1.4	7.5	1.7
- Cc1ccc(S(=O)(=O)N2CCN(C(=O)CSc3nnnn3C)CC2)c(C)c1
  -0.8	-3.6	-0.5	-7.0	0.5	-1.5	-1.7	5.9	-0.5	-3.4	0.2
- Cc1cc(C)c(C#N)c(Oc2ccc(F)cc2)n1
  -1.1	-4.8	0.0	-11.6	0.0	1.3	-0.7	5.0	-0.2	0.7	-0.7
- CCOC(=O)c1ccc(-n2c(=O)[nH]c3ccccc3c2=O)cc1
  -1.1	-1.4	-0.7	-3.2	1.4	0.0	-1.3	0.8	0.6	1.8	-0.4
- O=C(Nc1ccc(F)cc1)N(Cc1cccs1)Cc1cc2cc3c(cc2[nH]c1=O)OCO3
  -0.8	-15.9	0.8	-58.8	0.2	-2.1	-1.1	10.8	-0.6	-8.3	-5.9
- NC(=O)c1ccc(NC(=O)CN2CCOCC2)cc1
  -0.4	-1.6	-0.3	-3.1	0.0	3.4	-0.4	-0.6	-0.5	-2.0	-0.9
- COc1cc(/C=N/NC(=O)c2cccnc2)ccc1OC(=O)c1ccc([N+](=O)[O-])cc1
  1.4	1.7	1.0	3.0	0.5	1.1	-0.3	-3.3	1.6	2.1	-0.5
- Cc1cc(OCC(=O)NC2CCN(Cc3ccccc3)CC2)c2c(C)cc(=O)oc2c1
  -1.2	-22.3	-0.2	-58.5	-31.4	0.5	-1.1	-3.1	-1.8	-49.3	1.8
- C[c-]1[c-](C)[c-](C)[c-](C)[c-]1C.[Fe].c1cc2nccc(N3CCCC3)[c-]2c1 (stereo unspecified)
  -0.7&0.0	-6.3&-3.5	-0.6&-0.2	-18.1&-9.2	-15.4&-10.5	-0.2&1.1	-1.4&-1.3	-2.7&0.7	-0.3&-0.7	-26.3&-15.9	0.3&0.4
- COC(C(=O)N/N=C(\C)c1ccc(O)cc1)c1ccccc1 (stereo unspecified)
  5.1	-9.2	-0.3	-2.5	-9.2	13.8*	0.7	-2.7	1.2	-13.1	1.9
- CCCOC(c1ccccc1)(c1ccccc1)C(Oc1nc(C)cc(C)n1)C(=O)O (stereo unspecified)
  0.1	-1.7	0.5	5.3	0.1	0.1	-1.0	-2.0	-0.4	-4.1	-0.5
- Cc1ccc(-n2nc(-c3ccccc3)cc2Nc2ccccc2N)cc1
  1.9	-13.2	0.1	-30.9	-40.8	-1.4	-1.2	8.0	-1.0	-42.8	-0.3
- CC1=NN(c2cccc(Cl)c2)C(=O)C1
  -1.9	-1.7	2.7	-1.5	4.3	-1.5	-0.9	-0.7	-0.8	-8.6	1.0
- CC(=O)Oc1ccc(NC(=O)C2CCCCC2)c(C(=O)O)c1
  -0.1	-6.5	-0.2	-18.7	-10.5	4.5	-1.1	3.5	-0.3	-11.4	-2.3
- Cc1ccc(NC(=S)c2ccncc2)c(C)c1
  1.4	3.0	0.6	-6.8	1.9	-3.4	0.3	3.3	-0.5	-4.2	1.9
- CCOC(=O)c1ccc(NC=C2C(=O)OC3(CCCCC3)OC2=O)cc1
  -0.5	-2.3	0.5	2.5	5.5	-0.1	-0.6	0.0	0.1	1.6	1.9
- Cc1cnc(C(=O)OC(C(=O)c2c[nH]c3ccccc23)c2ccccc2)cn1 (stereo unspecified)
  1.2	2.0	0.5	-1.4	0.5	-0.2	0.9*	-13.3	2.3	-5.5	1.9
- COc1ccccc1N1CCN(C(=O)Nc2ccc(F)c(Cl)c2)CC1
  -3.5	0.3	-0.9	2.5	2.1	0.1	-0.8	-7.0	-0.6	3.0	2.9
- Cn1cc(CCC(=O)NCCCc2ccccc2)c2ccccc21
  -0.1	0.0	0.5	-2.0	-0.4	-1.2	-0.7	11.7	0.0	-10.3	-0.2
- O=C(CCC(=O)N/N=C/c1ccc(Br)o1)N/N=C/c1ccc(Br)o1
  1.7	-1.5	3.2	2.1	-1.7	0.9	-0.4	-4.5	-0.7	-3.6	0.7
- COc1ccc(N(CC(=O)NCCSc2ccccc2)S(C)(=O)=O)cc1
  -1.0	-0.6	0.3	6.3	0.1	-0.2	-1.0	-0.4	-0.1	1.4	2.0
- N#C/C(C(=O)c1ccccc1)=C1/CCCCCN1
  0.0	0.7	3.9	2.2	-1.1	4.3	-0.8	4.5	0.8	-1.5	4.5
- CCn1cc(CN2CCC(n3nccc3NC(=O)CCc3ccccc3)CC2)cn1
  0.9	-3.2	0.5	4.7	3.0	-2.1	-0.5	-0.9	0.7	-11.7	-0.2
- Cc1ccc(CN2CCC(C)(Oc3ccc(Cl)cc3)C2)cc1 (stereo unspecified)
  0.8	1.6	·	0.0	4.1	-3.1	-0.8	-1.1	0.4	3.6	0.0
- CCOc1ccc(/C=C2\SC(=S)N(N3C(=O)C4CC4C3=O)C2=O)cc1 (stereo unspecified)
  5.7*	2.2	-0.5	-1.5	0.6	2.0	-1.6	-9.1	0.6	0.4	2.6
- CCOC(=O)Cc1nnn(CC(=O)OCC)n1
  -0.2	-7.0	2.5	-0.2	-1.4	-1.1	-0.9	-2.6	0.1	2.3	-0.9
- CC(C)NC(=O)C(C)Oc1ccc(S(=O)(=O)NCc2ccc3c(c2)OCO3)cc1 (stereo unspecified)
  -2.4	1.6	1.5	-5.0	-1.6	2.1	-0.9	-3.6	0.1	0.3	-0.1
- C[N+]1(C2CCC3CCCC2C3O)CCCCC1 (stereo unspecified)
  -1.1	-7.1	2.2	-6.5	1.9	0.6	-0.2	1.8	0.1	-1.1	3.8
- O=C(N/N=C/c1cc2c(cc1Cl)OCO2)c1cccc(Br)c1
  -0.2	-3.1	0.2	-4.2	-1.7	0.0	-1.0	5.4	1.2	-8.6	3.3
- Cc1nc2scc(C)n2c(=O)c1S(=O)(=O)NC(C)c1ccccc1 (stereo unspecified)
  0.3	-115.2	0.3	-350.4	-43.8	1.7	-1.2	7.9	0.7	-64.7	1.9
- CCCCOCCCNC(=O)C1CCCCC1
  -1.2	-1.7	1.2	-7.3	2.6	1.0	-1.3	-4.8	0.1	3.6	2.4
- COc1cc(/C=C2\SC(=N)N(c3ccc(F)cc3)C2=O)ccc1O
  -1.9	-0.1	0.4	-5.8	-131.9	3.6	-2.2	-28.6	-0.5	-167.4	1.9
- CCCOc1ccc(OCCOCCN2CCc3ccccc3C2)cc1
  4.2	4.2	-0.5	8.7	5.3	2.1	-0.6	-15.9	-1.2	3.4	-0.3
- C/C=C/C=C/C(=O)O
  -1.4	-2.5	1.0	-0.6	1.5	1.3	-1.6	-0.7	0.1	6.8	1.0

A stretch taken from the entries so far:
Values run as follows: hcDAF-12 act	ADAM17 inh	DAX1 inh-1	ADAM10 inh	PLCg1 inh	hgDAF-12 ag	ssDAF12 agonist	HGIII-sPLA2 inh	DAX1 inh-2	PLCb3 inh	GAA850 FXN act
- Cc1nc2scc(C)n2c(=O)c1S(=O)(=O)NC(C)c1ccccc1 (stereo unspecified)
  0.3	-115.2	0.3	-350.4	-43.8	1.7	-1.2	7.9	0.7	-64.7	1.9
- CCCCOCCCNC(=O)C1CCCCC1
  -1.2	-1.7	1.2	-7.3	2.6	1.0	-1.3	-4.8	0.1	3.6	2.4

Bioassay records from PubChem.
